GPR151 ag – activators of human GPR151 | Q8TDV0 | PathHunter beta-arrestin GPR151 cells, luminescence | activation, % at 11.2 µM | 650,000 tested, 1% active; in the data active means activation above about 4.9%;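 further: 0% = median of compound wells and 100% = cells with positive control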
Target sequence (Q8TDV0 whole entry, looked up): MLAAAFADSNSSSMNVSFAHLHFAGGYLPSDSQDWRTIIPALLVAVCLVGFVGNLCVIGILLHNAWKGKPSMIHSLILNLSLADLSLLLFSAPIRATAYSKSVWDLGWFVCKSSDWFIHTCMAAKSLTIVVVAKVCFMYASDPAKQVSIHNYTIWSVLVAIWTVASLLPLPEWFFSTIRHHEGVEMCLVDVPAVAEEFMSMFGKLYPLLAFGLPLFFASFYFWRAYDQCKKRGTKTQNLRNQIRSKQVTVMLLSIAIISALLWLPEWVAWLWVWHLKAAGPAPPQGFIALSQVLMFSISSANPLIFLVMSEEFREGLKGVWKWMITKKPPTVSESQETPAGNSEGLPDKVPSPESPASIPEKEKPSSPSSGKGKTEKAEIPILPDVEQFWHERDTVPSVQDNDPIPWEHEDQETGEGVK
FBW7 act – human FBW7 E3 ligase activation, primary screen; 650,000 tested, 0.13% active; AlphaScreen FBW7–phospho-cyclin E peptide binding, activator screen; normalized activity (activation), % at 26.1 µM; in the data active means normalized activity above about 1.9%;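 further: purified mutant Fbw7 with reduced substrate affinity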
Target sequence (Q969H0 whole entry, looked up): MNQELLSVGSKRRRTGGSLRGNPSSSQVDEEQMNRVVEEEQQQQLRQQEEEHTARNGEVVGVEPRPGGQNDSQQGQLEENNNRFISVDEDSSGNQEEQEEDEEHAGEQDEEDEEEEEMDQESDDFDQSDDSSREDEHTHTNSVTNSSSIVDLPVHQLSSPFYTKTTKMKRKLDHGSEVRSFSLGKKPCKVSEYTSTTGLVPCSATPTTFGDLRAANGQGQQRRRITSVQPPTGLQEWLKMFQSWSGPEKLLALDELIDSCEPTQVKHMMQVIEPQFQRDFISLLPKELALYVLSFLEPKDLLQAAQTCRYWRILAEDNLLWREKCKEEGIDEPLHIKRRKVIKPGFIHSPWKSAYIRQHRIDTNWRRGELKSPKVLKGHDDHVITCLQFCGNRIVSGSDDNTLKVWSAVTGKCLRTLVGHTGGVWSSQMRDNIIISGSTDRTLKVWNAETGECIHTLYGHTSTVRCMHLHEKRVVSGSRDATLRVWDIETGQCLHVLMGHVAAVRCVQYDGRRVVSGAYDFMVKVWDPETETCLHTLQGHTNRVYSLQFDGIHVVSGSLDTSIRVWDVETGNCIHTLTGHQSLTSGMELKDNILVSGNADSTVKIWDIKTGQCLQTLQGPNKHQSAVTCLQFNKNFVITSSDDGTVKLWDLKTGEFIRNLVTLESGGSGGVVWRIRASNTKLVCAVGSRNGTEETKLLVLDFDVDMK
TEAD-YAP inh – TEAD-YAP interaction inhibition | HEK-TIYL cells, TEAD-Gal4/YAP UAS-luciferase luminescence | inhibition, % at 9.12 µM | 640,000 tested, 1.4% active; in the data active means inhibition above about 32%;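 further: 0% = median of test compound wells and 100% = reference inhibitor wells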
MITF primary – human MITF inhibition, primary screen; O75030; AlphaScreen MITF homodimerization, bead proximity signal; inhibition, % at 2.6 µM; 650,000 tested, 0.91% active; in the data active means inhibition above about 50%;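 further: 0% = vehicle wells with protein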
An asterisk follows results filed as active; . = no result given.

SMILES | GPR151 ag | FBW7 act | TEAD-YAP inh | MITF primary
CCOC(CNC(=O)c1sc2nc(C)nc(N3CCCCC3)c2c1C)OCC | -0.2 | 0.0 | -6 | 3
CCOC(=O)C1CCC(CN(Cc2ccccc2C)S(=O)(=O)c2cccc(C(F)(F)F)c2)CC1 (stereo unspecified) | -0.4 | 0.8 | 1 | 16
CCn1cc(C2C3=C(CC(C)(C)CC3=O)N(c3ccccc3)C3=C2C(=O)CC(C)(C)C3)c(C)n1 | 1.0 | 0.0 | -10 | -19
CC(=O)Nc1ccc(C(=O)Nc2ccc(-c3nc4ccccc4o3)cc2)cc1 | 0.1 | -0.1 | -20 | 20
O=C(Cn1c(=O)oc2ccccc21)Nc1ccc(S(=O)(=O)Nc2nccs2)cc1 | -1.0 | 0.1 | -3 | 11
O=C1OC(c2ccccc2)=N/C1=C\c1cccc(I)c1 | -1.7 | 0.7 | 13 | 13
CC(Cl)C(=O)c1ccc(NC(=O)C(C)(C)C)cc1 (stereo unspecified) | -2.1 | 0.1 | 7 | 2
O=c1/c(=C/c2ccco2)sc2nnc(-c3ccc(Cl)cc3)n12 | -0.1 | -0.2 | -6 | 4
Oc1ccc(-c2nccnc2N[C@@H]2CCN(Cc3ccccc3)C2)cc1 | 0.1 | -0.1 | 12 | 9
O=c1nc2n3ccccc3ncc-2s1 | -1.6 | 0.3 | 8 | 6
CC(C)(C)C1=N/C(=C\c2ccccc2)C(=O)O1 | 1.1 | 0.2 | 8 | 3
C=C1N(c2ccc(C)cc2)C(=O)OC1(C)CC (stereo unspecified) | 0.6 | -0.1 | -3 | 3
S=c1nc(C23CC4CC(CC(C4)C2)C3)nc2sccn12 | 0.0 | 0.0 | 7 | 7
CCC(=O)c1ccccc1Oc1nc(OC)cc(OC)n1 | 3.6 | 0.2 | 4 | 9
CC[C@@H](O)[C@@H](O)C/C=C\C/C=C\C/C=C\C/C=C\CCCC(=O)O | -1.3 | . | . | -9
CC(=O)c1nn(-c2ccc(Cl)cc2)nc1Nc1cnc2ccccc2c1 | -0.5 | 0.6 | -40 | 9
CC(c1ccccc1)N1c2cc(S(=O)(=O)N3CCOCC3)ccc2N2CCCC21 (stereo unspecified) | -0.1 | -0.2 | -6 | -4
CCCc1nnc(SCC(=O)Nc2nc(C)c(C)s2)n1Cc1ccco1 | -1.5 | 1.1 | 9 | 14
O=C(Nc1cccc(Cl)c1)c1ccc2c(=O)n(Cc3ccco3)c(=S)[nH]c2c1 | 0.4 | -0.2 | 9 | 1
O=C(NCc1ccccc1)C(F)(Cl)Cl | 1.5 | 0.1 | 8 | 8
N#C/C(=C\c1c[nH]c2ccccc12)c1nn(CCO)c(N)c1C#N | -1.3 | -0.1 | -20 | -4
Cc1c(-c2cccc(NC(=O)CC(C)C)c2)nc2ncccn12 | -0.9 | 0.1 | -24 | -4
CCC(=O)NCc1ccc(CNC(=O)CC)cc1 | 4.6 | -0.1 | -2 | -7
CC(=O)ON1C(C)(C)C=C(C(N)=O)C1(C)C | -0.2 | 0.1 | 4 | -1
Cc1ccc2nc(C(F)(F)F)c(C(=O)N(C)c3ccccc3)n2c1 | -1.4 | 0.6 | 7 | 22
COc1cccc(C(=O)Nc2cc(Cl)c(O)c(Cl)c2)c1 | -7.0 | 0.1 | -2 | -10
O=C1OC(c2ccc(Cl)c(Cl)c2)=N/C1=C\c1ccco1 | -2.0 | 0.2 | 14 | 15
CS(=O)(=O)c1ccc(Nc2cccc(-c3nnc4n3CCCCC4)c2)c([N+](=O)[O-])c1 | 0.5 | -0.1 | 0 | 5
Cc1c(CN2CCN(Cc3cccs3)C(CCO)C2)cnn1C (stereo unspecified) | 0.4 | 0.0 | -2 | 9
Cc1csc(NC(=O)C(Cc2ccccc2)n2cccc2)n1 (stereo unspecified) | -0.2 | -0.1 | 3 | 2
COc1cccc(-n2cc(C(=O)NCCC(=O)Nc3ccc(OC)c(OC)c3)c3ccccc3c2=O)c1 | 1.1 | 0.0 | 4 | -9
COC(=O)c1cc(-c2ccc(Br)cc2)c2c(=O)[nH]c(=O)n(C)c2n1 | -0.9 | 0.5 | 0 | 15
CCC(=O)NC(c1nnc2n1CCN(Cc1cc3c(cc1Cl)OCO3)CC2)C(C)C (stereo unspecified) | 0.3 | 0.1 | -9 | 10
C=CCNc1nc(Nc2ccccc2C)c2cnn(C)c2n1 | 3.9 | 0.7 | 0 | 14
Cc1ccc(-c2c(N3CC(=O)N(CCc4ccccc4)C(=O)C3)c(=O)c2=O)cc1 | 6.5* | 0.0 | -15 | -4
Cc1cccc(NC(=O)C2CC(=O)N(Cc3ccc4c(c3)OCO4)C(=Nc3cccc(C(F)(F)F)c3)S2)c1 (stereo unspecified) | 1.0 | -0.2 | 2 | -11
COc1ccc(CN2CCN(CC(C)C)C(CCO)C2)c(OC)c1C (stereo unspecified) | 1.2 | 0.0 | -8 | -11
COC(=O)c1ccc(NC(=O)COC(=O)CSc2nc(-c3ccccc3)cc(-c3ccccc3)n2)cc1 | -0.3 | -0.1 | 2 | -4
CN1/C(=C\C(=O)c2cccnc2Cl)C(C)(C)c2ccccc21 | -1.3 | 0.0 | -30 | 0
CC(=O)CS(=O)(=O)c1ccc2ccccc2c1 | -0.5 | 0.0 | 3 | -3
COc1ccc(NC(=O)Cn2ncc3c2-c2cc(C)ccc2OC3)cc1 | 2.7 | 0.0 | 8 | 4
CCOC(=O)C1=C(N)Oc2ccc3ccccc3c2C1c1ccc(O)cc1 (stereo unspecified) | -0.2 | -0.1 | -1 | -6
O=C(NCCc1ccccc1)c1cn2ccsc2n1 | 2.8 | 0.1 | -69 | 6
Cc1cc2nc(/N=C(\N)NC(=O)c3ccccc3NC(=O)c3ccccc3)nc(C)c2cc1C | -0.7 | -0.1 | -7 | -2
CCSc1ccccc1C(=O)NCCn1ncc2c(NCCOC)nc(SC)nc21 | -0.4 | 0.0 | 4 | 7
CC(=O)C(Cc1ccccc1)NC(=O)Cn1cc(C(F)(F)F)cc(Cl)c1=O (stereo unspecified) | 1.7 | -0.1 | 7 | -12
Cc1ccc2nc(/C(C#N)=C/c3ccccc3OCc3ccc(Cl)cc3Cl)[nH]c2c1 | -0.4 | 0.0 | -27 | -6
COc1ccc(C2SCC(=O)N2c2cccc(C(=O)O)c2)cc1 (stereo unspecified) | -0.2 | 0.0 | 1 | 9
Cn1ccnc1C1(O)CC2CCC(C1)N2C(=O)c1c(F)cccc1F (stereo unspecified) | 0.1 | 0.1 | 1 | 22
CC(=O)Nc1ccc(-n2c(C)cc(C=O)c2C)cc1 | -0.3 | 0.4 | 1 | 18
CCCCCC1CCC(c2ccc(C#N)nc2)CC1 (stereo unspecified) | 0.6 | 0.0 | -9 | -9
COCc1nnc(NC(=O)C2CC(=O)N(c3ccc(C)cc3)C2)s1 (stereo unspecified) | 1.9 | -0.1 | 13 | 12
CCn1nnnc1SCC(=O)Nc1ccc2c(c1)OCO2 | 0.1 | -0.2 | -5 | -5
CC(C)n1cnc2c(NCc3ccccc3)nc(-c3ccc(C(=O)N4CCN(C)CC4)cc3)nc21 | -0.4 | 0.0 | -3 | 11
CCNc1cc(NCCc2ccc(OC)cc2)ncn1 | -0.4 | 0.1 | 4 | 1
c1ccc(-c2c[n+]3ccccc3c3cccc[n+]23)cc1 | -2.1 | -0.2 | -9 | 1
COc1ccc(N2CC(C(=O)Nc3ccc(C(C)C)cc3)CC2=O)cc1 (stereo unspecified) | 1.3 | 0.1 | 4 | -3
CC(=O)NC(c1ccc(Cl)cc1)c1cc([N+](=O)[O-])c2cccnc2c1O (stereo unspecified) | -1.7 | 0.1 | 8 | 35
CC(C)c1ccc(C2(C)NC(=O)NC2=O)cc1 (stereo unspecified) | -0.2 | -0.1 | -4 | -23
CN1C(=O)C(=O)c2cc(S(=O)(=O)N3CCOCC3)ccc21 | 1.1 | 0.0 | 12 | 4
New compounds follow.
SMILES | GPR151 ag | FBW7 act | TEAD-YAP inh | MITF primary
C[N+](C)(C)c1ccc2c(c1)OCCOCCOc1ccc([N+](C)(C)C)cc1OCCOCCO2 | 1.1 | 0.3 | 8 | 8
NC(=O)C1CCN(C(=O)Cn2nc3n(Cc4ccccc4)c4ccccc4n3c2=O)CC1 | 1.8 | 0.1 | -4 | 9
NC(=O)c1c(NC(=O)c2cc(=O)c3ccccc3o2)sc2c1CCCC2 | -1.5 | 0.2 | -24 | 12
Cc1cc(NC(=O)NC2CC(=O)N(c3ccc4c(c3)OCCO4)C2)no1 (stereo unspecified) | 0.2 | -0.1 | 1 | -4
OCc1ccccc1-c1cnn2c(NCc3ccc(F)cc3)ccnc12 | -0.3 | 0.2 | -37 | 16
Cc1ccc2nc(NCCNC(=O)c3cccnc3)c(C#N)cc2c1 | 0.5 | -0.2 | -17 | 5
O=C(/C=C/c1ccccn1)N1CCCC(c2[nH]ncc2Cc2ccccc2)C1 (stereo unspecified) | 0.9 | 0.1 | -2 | -10
CCOc1ccc(-n2ccnc2SCC(=O)N2CCc3ccccc32)cc1 | 0.8 | 0.1 | 4 | 10
O=c1ccc2ccc(Oc3ccc(C(F)(F)F)cc3[N+](=O)[O-])cc2o1 | 4.2 | 0.0 | -6 | -5
Cc1ccc(C(C)(C)C)cc1S(=O)(=O)Nc1ccccc1C(=O)O | -0.7 | -0.1 | -1 | -10
COc1ccc([N+](=O)[O-])cc1N(CC(=O)Nc1cc(Cl)cc(Cl)c1)S(C)(=O)=O | -1.4 | -0.1 | -16 | -6
CCOC(=O)C1CCN(c2ccc([N+](=O)[O-])cc2S(=O)(=O)N2CCOCC2)CC1 | 0.7 | 0.2 | 9 | 15
O=C(CCNC(CO)C(=O)O)c1ccc(F)cc1 (stereo unspecified) | -1.3 | 0.1 | 8 | 4
Cc1cccc(-c2nc3ccccc3c(=O)n2NC(=O)c2cccnc2Cl)c1 | 0.8 | -0.1 | -2 | -5
CCOC(=O)c1c(-c2ccccc2)csc1NC(=O)C1CC1 | -0.6 | 0.2 | 16 | 8
O=C1/C(=N/Nc2nc(N3CCOCC3)nc(N3CCOCC3)n2)c2cccc3cccc1c23 | 0.5 | -0.2 | -5 | -1
CCCCSC1=C(C#N)C(=O)NC(c2ccc(C(=O)O)cc2)S1 (stereo unspecified) | 0.7 | -0.3 | 5 | 9
COc1cccc(CN2CCNC(=O)C2CC(=O)N2CCSCC2)c1OC (stereo unspecified) | 0.2 | 0.1 | 7 | 12
NC(=O)c1nn(-c2ccccc2)nc1NC(=O)Cn1nnc(-c2ccccc2Cl)n1 | -0.5 | -0.1 | -4 | 1
COC(=O)CCCC(=O)Nc1ccccc1C(=O)OC | -0.7 | -0.1 | -2 | 6

A section of the results above, for reference:
SMILES | GPR151 ag | FBW7 act | TEAD-YAP inh | MITF primary
CS(=O)(=O)c1ccc(Nc2cccc(-c3nnc4n3CCCCC4)c2)c([N+](=O)[O-])c1 | 0.5 | -0.1 | 0 | 5
Cc1c(CN2CCN(Cc3cccs3)C(CCO)C2)cnn1C (stereo unspecified) | 0.4 | 0.0 | -2 | 9
Cc1csc(NC(=O)C(Cc2ccccc2)n2cccc2)n1 (stereo unspecified) | -0.2 | -0.1 | 3 | 2
COc1cccc(-n2cc(C(=O)NCCC(=O)Nc3ccc(OC)c(OC)c3)c3ccccc3c2=O)c1 | 1.1 | 0.0 | 4 | -9
COC(=O)c1cc(-c2ccc(Br)cc2)c2c(=O)[nH]c(=O)n(C)c2n1 | -0.9 | 0.5 | 0 | 15
CCC(=O)NC(c1nnc2n1CCN(Cc1cc3c(cc1Cl)OCO3)CC2)C(C)C (stereo unspecified) | 0.3 | 0.1 | -9 | 10
C=CCNc1nc(Nc2ccccc2C)c2cnn(C)c2n1 | 3.9 | 0.7 | 0 | 14
Cc1ccc(-c2c(N3CC(=O)N(CCc4ccccc4)C(=O)C3)c(=O)c2=O)cc1 | 6.5* | 0.0 | -15 | -4
Cc1cccc(NC(=O)C2CC(=O)N(Cc3ccc4c(c3)OCO4)C(=Nc3cccc(C(F)(F)F)c3)S2)c1 (stereo unspecified) | 1.0 | -0.2 | 2 | -11
COc1ccc(CN2CCN(CC(C)C)C(CCO)C2)c(OC)c1C (stereo unspecified) | 1.2 | 0.0 | -8 | -11
COC(=O)c1ccc(NC(=O)COC(=O)CSc2nc(-c3ccccc3)cc(-c3ccccc3)n2)cc1 | -0.3 | -0.1 | 2 | -4
CN1/C(=C\C(=O)c2cccnc2Cl)C(C)(C)c2ccccc21 | -1.3 | 0.0 | -30 | 0

Carrying on:
SMILES | GPR151 ag | FBW7 act | TEAD-YAP inh | MITF primary
COc1cc(/C=N/NC(=O)c2c(C)nc3ccc(Cl)cn23)cc(OC)c1OC | -0.4 | 16* | -2 | -77
CC1=C(C(=O)Nc2ccc(C)cn2)C(c2ccc([N+](=O)[O-])cc2)C2=C(CCCC2=O)N1 (stereo unspecified) | 1.5 | 0.1 | 4 | -16
CC1CCN(Cc2c(C(=O)N/N=C/C3CC=CCC3)nnn2-c2nonc2N)CC1 (stereo unspecified) | -0.3 | 0.1 | 2 | 7
CC(NC(=O)c1ccc(Cl)cc1Cl)c1ccccc1 (stereo unspecified) | -0.3 | 0.0 | 2 | -1
C/C(=N\N=C(N)N)c1ccc2c(c1)Nc1ccccc1S2 | -0.4 | -0.1 | -8 | 6
CC(C)=CCN1CCc2nnc(C(C)NC(=O)CCc3ccccc3)n2CC1 (stereo unspecified) | 1.8 | 0.6 | 7 | -58
Cc1cc(C)nc(SCc2ccc(C(=O)N/N=C3\CCCC(=O)C3)cc2)n1 | 0.6 | 0.5 | -8 | 9
COc1ccccc1N1CCN(c2ncnc3sc(C(=O)Nc4ccccc4F)c(C)c23)CC1 | -0.3 | -0.1 | -3 | 0
CC(=O)NC(CC(C)C)c1nnc2n1CCN(Cc1cc3ccccc3s1)CC2 (stereo unspecified) | -1.5 | 0.1 | 3 | 3
CCCOC(=O)C1=C(C)NC2=C(C(=O)CC(C)(C)C2)C1c1ccc(C)o1 (stereo unspecified) | -0.7 | 0.0 | -9 | -6

High-throughput results as filed in PubChem BioAssay.
